15-hLO inh = 15-hLO (ALOX15) enzyme inhibition; P16050; purified 15hLO-1, xylenol orange hydroperoxide absorbance; Potency, µM (titrated, usually from 57.1 µM), inactives show at the top dose activity change, negative = inhibition, hits mostly inhibitors; hit rate 1.4% among 74,000; further: potency means the concentration at half of the fitted maximal effect; on the % scale 0 is the no-effect control and ±100 the full control effect; nearly all actives have a fitted effect of over 55% in size
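Compounds were preincubated 15 min at room temperature with 40 nM purified human enzyme (25 mM Hepes pH 7.5, 0.01% Triton X-100); 50 uM arachidonic acid reacted 6 min. Fe-xylenol orange detection, 30 min, absorbance ratio 573/405 nm.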
HADH2 inh = inhibitors of human HADH2 dehydrogenase; Q99714; recombinant HADH2, NADH fluorescence, beta-hydroxybutyryl-CoA; hit rate 3.4% among 73,000; Potency, µM (series often up to 57.1 µM), for the others: at the top dose activity change, negative = inhibition, hits mostly inhibitors; further: potency means the concentration at half of the fitted maximal effect; on the % scale 0 is the no-effect control and ±100 the full control effect; nearly all actives have a fitted effect of over 60% in size; many of its hits are not listed in these tables
Target sequence (Q99714 whole entry, looked up, one chain of several): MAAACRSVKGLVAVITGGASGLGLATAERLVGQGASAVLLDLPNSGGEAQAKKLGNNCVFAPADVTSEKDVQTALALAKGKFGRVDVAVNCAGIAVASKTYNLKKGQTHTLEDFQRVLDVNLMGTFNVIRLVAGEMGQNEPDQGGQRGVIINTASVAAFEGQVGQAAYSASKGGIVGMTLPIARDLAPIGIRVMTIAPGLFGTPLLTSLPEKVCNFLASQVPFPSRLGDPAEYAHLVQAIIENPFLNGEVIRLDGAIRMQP
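E. coli-expressed His-tagged HADH2 tested at 20 nM in alkaline Tris buffer (pH 9.0); oxidation of 90 uM beta-hydroxybutyryl-CoA with 1 mM NAD+ tracked fluorimetrically for 4 min.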
ERK AVP inh = blocks ERK signaling stimulated by vasopressin; Potency, µM (series often up to 57.5 µM), for the others: at the top dose activity, negative = inhibition, hits mostly inhibitors; HEK293-V1b, vasopressin-stimulated pERK AlphaScreen; hit rate 0.99% among 72,000; AID 995; further: potency means the concentration at half of the fitted maximal effect; on the % scale 0 is the no-effect control and ±100 the full control effect; nearly all actives have a fitted effect of over 55% in size
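Phosphorylated ERK1/2 detected via AlphaScreen bead proximity in lysates of V1b-expressing HEK293 cells given 25 nM vasopressin for 5 min after 30 min compound exposure (37 °C). AC50 from Hill equation; basal DMSO 0%, vasopressin 100%.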
Ub-GFP proteasome = proteasome inhibitors stabilizing ubiquitin-GFP reporter; Ubiquitin-GFP reporter cells, proteasome inhibition, GFP fluorescence; response scale: untreated = 0%, 10 µM MG-132 = 100%; Potency, µM (series often up to 45.9 µM), inactives show at the top dose activation (GFP accumulation), actives largely listed as activators; 67,000 tested, under 10 active; AID 526; active means well fitted activation curve with a large enough effect, not every such curve was filed as active; inconclusive means small, poorly fitted or top-dose-only effect, or another doubt; inactive means no such curve, though single readings can be large or run the other way; further: potency means the concentration at half of the fitted maximal effect
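U2OS cells stably expressing ubiquitin(G76V)-GFP, seeded overnight in 0.5% FBS medium, were exposed to compounds (qHTS, 46 uM to 2.9 nM) for 4 hr at 37 °C. GFP-positive cells were counted by laser cytometry (488 ex/515 em), normalized between basal and 10 uM MG-132.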
Tau filament bind = tau filament binding; P10636; recombinant tau filaments, thioflavin S fluorescence, 15 h; filaments grown with octadecylsulfate alongside compound; Potency, µM (highest dose often 57.1 µM), for the others: top-dose activity change, negative = inhibition; hit rate 2% among 71,000;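 further: potency means the concentration at half of the fitted maximal effect; on the % scale 0 is the no-effect control and ±100 the full control effect; actives lower thioflavin S fluorescence by blocking filaments or displacing dye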
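Assay mix: 1 uM His-tagged tau, 30 uM sodium octadecylsulfate, thioflavine S dye in HEPES/NaCl/DTT buffer. Compound is added prior to the inducer. Fluorescence after 15 h at 37 C.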
HBB splice mod = hemoglobin beta splicing modulation; HBB splicing reporter cell assay, activation; EGFP reporter with mutant IVS2-654 intron; response scale: normalised to 500 nM splice-correcting PNA; Potency, µM (highest dose often 46.1 µM), for the others: at the highest dose activation, hits mostly activators; AID 925; hit rate 0.06% among 65,000; further: potency means the concentration at half of the fitted maximal effect; 0% is about no effect
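Compounds were applied for 2 days to HeLa EGFP-654 cells, 500/well in Optimem with 2% FCS. The reporter's EGFP is disrupted by mis-splicing of beta-globin intron IVS2-654. Readout: summed well GFP fluorescence from 488 nm laser scanning; reference was 500 nM antisense […] 654 PNA.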
DNA Pol III inh = inhibitors of bacterial DNA polymerase III holoenzyme | hit rate 0.25% among 71,000 | reconstituted DNA polymerase III holoenzyme replication, biochemical | Potency, µM (series often up to 57.1 µM), for inactives: at the top dose activity change, negative = inhibition | AID 603; further: potency means the concentration at half of the fitted maximal effect; on the % scale 0 is the no-effect control and ±100 the full control effect
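Reconstituted *E. coli* holoenzyme (0.35 nM Pol III, 1 nM beta, 154 nM SSB, 2 nM primase) was preincubated with compound for 15 min at RT. Synthesis on 1.4 nM ssM13Gori ran 35 min, then was stopped with PicoGreen/EDTA and read as dsDNA fluorescence.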
CRE Fsk mod = CRE-bla signaling modulation under forskolin stimulation | AID 662 | Potency, µM (titrated, usually from 38.2 µM), for inactives: at the top dose activity change, negative = inhibition, most hits filed as activators | CHO CRE-bla reporter (cAMP response element driving beta-lactamase), forskolin EC10, beta-lactamase ratio | hit rate 2.5% among 71,000; active means well fitted activation curve with a large enough effect in the signal ratio, with a control signal flat, not every such curve was filed as active; inconclusive means small, poorly fitted or top-dose-only effect, or effect the other way, or a change in a side signal; the % refers to the signal ratio; further: potency means the concentration at half of the fitted maximal effect; % of control where 0% means no effect
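Modulation of forskolin signalling: compounds in titration series added with EC10 NKH 477 to CHO cells carrying a CRE-driven beta-lactamase reporter, 3 h, 37C. CCF4 FRET ratio (460/530 nm, ex 405 nm) gives %activity and AC50.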
Hsp90 Hop PPI = changes Hsp90-Hop TPR2A binding signal, up or down; AlphaScreen TPR2A-His6 binding biotin-Hsp90 C-terminal peptide; Potency, µM (titrated, usually from 57 µM), without a hit: top-dose activity change, negative = inhibition; hit rate 0.44% among 71,000; active means well fitted curve in either direction with a large enough effect; inconclusive means small, poorly fitted or top-dose-only effect, or another doubt; further: potency means the concentration at half of the fitted maximal effect; on the % scale 0 is the no-effect control and ±100 the full control effect; many of its hits are not listed in these tables
Luciferase inh = inhibitors of firefly luciferase; purified firefly luciferase, luminescence, 8 min; Potency, µM (top dose mostly 57.1 µM), without a hit: top-dose activity change, negative = inhibition, hits mostly inhibitors; hit rate 2.2% among 72,000; AID 411; further: potency means the concentration at half of the fitted maximal effect; on the % scale 0 is the no-effect control and ±100 the full control effect; nearly all actives have a fitted effect of over 40% in size
Target sequence (P08659 whole entry, looked up): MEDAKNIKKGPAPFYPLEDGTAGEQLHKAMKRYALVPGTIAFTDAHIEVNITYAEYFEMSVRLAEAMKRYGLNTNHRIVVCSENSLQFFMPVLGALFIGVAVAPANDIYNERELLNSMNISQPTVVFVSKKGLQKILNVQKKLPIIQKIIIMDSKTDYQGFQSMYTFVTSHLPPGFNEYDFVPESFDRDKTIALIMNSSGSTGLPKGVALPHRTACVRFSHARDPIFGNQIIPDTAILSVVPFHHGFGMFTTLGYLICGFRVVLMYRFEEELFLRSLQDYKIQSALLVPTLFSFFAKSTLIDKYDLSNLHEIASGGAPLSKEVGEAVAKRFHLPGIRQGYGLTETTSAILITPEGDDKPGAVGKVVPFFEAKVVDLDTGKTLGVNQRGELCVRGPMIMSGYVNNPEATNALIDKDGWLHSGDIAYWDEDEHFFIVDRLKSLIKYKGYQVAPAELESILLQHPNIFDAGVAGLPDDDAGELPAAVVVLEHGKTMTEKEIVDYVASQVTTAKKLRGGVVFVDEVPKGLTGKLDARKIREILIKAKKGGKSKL
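Luminescence read-out after 8 min at room temperature; enzyme reaction used luciferin plus 10 uM ATP (linear range) in imidazole buffer pH 7.2 with KCl, MgCl2, Tween 20 and BSA. Each sample was run as a titration.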
Epigenetic mod = epigenetic modulators derepressing GFP locus in mouse cells | mouse C127i GFP locus derepression, cytometry, 30 h | Potency, µM (series often up to 46.1 µM), inactives show top-dose GFP derepression (activation) | hit rate 0.09% among 68,000 | AID 597; further: % of control where 0% means no effect
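Derepression screen: silenced CMV-GFP reporter in murine C127i cells, 30 h compound incubation at 37 C, washed cells imaged by laser-scanning cytometer to enumerate GFP-expressing objects of 20 to 120 um.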
Active calls of the source: *; ? = inconclusive; · = not tested or not shown; & = joins results of further samples; [ ] = another dose, or the depositor's remark. Unless noted, the call rests on the fitted dose curve; in most records, active means well fitted curve in the direction sought with a large enough effect; inconclusive means small, poorly fitted or top-dose-only effect, or another doubt; inactive means no such curve, though single readings can be large; an effect the other way counts as inactive or inconclusive. A portion of the library; the hit share may differ from the screen's.

Order of results: 15-hLO inh, HADH2 inh, ERK AVP inh, Ub-GFP proteasome, Tau filament bind, HBB splice mod, DNA Pol III inh, CRE Fsk mod, Hsp90 Hop PPI, Luciferase inh, Epigenetic mod
CCN(CC)S(=O)(=O)c1cc(C(=O)Nc2ccccn2)ccc1C
  -5%, -6%, ?, -1%, 6%, -0.2%, 7%, ?, ?, 16µM*, 3%
COc1ccccc1N1CCN(CCCCNC(=O)c2ccc3ccccc3c2)CC1
  -21%[25.6 µM], 3%[25.6 µM], -8%[25.7 µM], -9%[20.5 µM], -21%[25.6 µM], -1.0%[20.6 µM], -7%[25.6 µM], -11%[17.1 µM], -8%[26 µM], 17%[25.5 µM], 3%[20.6 µM]
COC(=O)[C@H](CCSC)NC(=O)Nc1ccc(C)cc1
  2%, 8%, 4%, 2%, -3%, 1.0%[57.5 µM], -3%, 6%, -4%, 1%, 0%
CCN(C(=O)COC(=O)c1cnc(C)cn1)C1CCCCC1
  2%, -4%, 0%, -2%, 13%, -0.6%, -3%, ?, 3%, 2%, -1%
COc1ccc(C)cc1NC(=O)Cn1cnc2sc(C)c(S(=O)(=O)N3CCOCC3)c2c1=O
  -21%, 9%, -1%, 5%, 6%, -0.8%, -1%, ?, -2%, -1%, 4%
CC1(C)CC(=O)C2=C(C1)N(CCN1CCOCC1)C1=C(C(=O)CC(C)(C)C1)C2c1ccc(Cl)cc1
  2%, ?, 3%, 3%, 20%, -1.7%, -7%, ?, 1%, 0%, -1%
CC1CCCC(NC(=O)c2n[nH]c(=O)c3ccccc23)C1C (centres undefined)
  5%, 6%, 37%, 10%, 31%, -0.4%, -2%, -9%, ?, -2%, 7%
O=C(Nc1ccccc1N1CCN(c2ccccc2)CC1)C1CCCCC1
  4%, 13%, 3%, -3%, -13%, 0.2%[57.5 µM], -5%, -5%, -2%, 0%, -1%
O=C(c1cc(-c2ccco2)on1)N1CCCc2ccccc21
  ?, ?, 29%, 2%, ?, -2.3%, -1%, -15%, -5%, -3%, 0%
CCOc1cc2[nH]c(=S)n(CCCCC(=O)NCc3ccco3)c(=O)c2cc1OCC
  -16%, 14%, -17%, ·, 44%, 3.6%[0.369 µM], -1%, -10%, 1%, 0%, -2%
Cc1ccc(C)c(N2CCN(C(=O)Cn3cccc3)CC2)c1
  -1%, 3%, -28%, 4%, -3%, -0.6%, -1%, -4%, -13%, 1%, 2%
Cc1ccc2c(c1)[nH]c1c(=O)n(Cc3ccccn3)cnc12
  -2%, -1%, -2%, 0%, 5%, -3.3%[57.5 µM], -11%, ?, 0%, -5%, 0%
O=C(c1cc2ccccc2oc1=O)N(Cc1cccs1)C1CCS(=O)(=O)C1 (centres undefined)
  3%, 0%, -15%, 6%, -5%, -1.6%, 1%, 0%, -4%, -3%, -2%
O=C(Cc1cc(=O)[nH]c(=O)[nH]1)NCCN1CCOCC1
  -18%, 31%[activator], ·, 8%, 53%, -0.4%, -2%, ?, 21%, 7.9µM*, ·
Cc1c(NC(=O)C2CCCN2C(=O)c2cccs2)c(=O)n(-c2ccccc2)n1C (centres undefined)
  8%, -6%, -8%, -5%, -12%, -0.3%[57.5 µM], 1%, -4%, 0%, 0%, 2%
CCOC(=O)c1cn(CC)c2ccc(S(=O)(=O)N3CCC(C)CC3)cc2c1=O
  -2%, -26%, -12%, ·, -8%, 4.0%[0.369 µM], -5%, 26%, -1%, 3%, 0%
COCCNC(=O)CSc1nc2ccc(N3CCOCC3)cc2c(=O)n1CCc1ccccc1
  -26%, 32µM*, -11%, 7%, -30%, -1.0%[0.369 µM], 0%, ?, -1%, 0%, 2%
CN1CCN(S(=O)(=O)c2ccc(SCCOc3ccccc3)nc2)CC1
  -5%, 8%, 25µM*, -1%, -3%, -0.2%[57.5 µM], ?, -7%, 0%, 2%, 2%
Cc1cc(NC(=O)C2=C(O)c3ccccc3S(=O)(=O)N2C)no1
  -3%, 2%[25.6 µM], -5%, 3%[20.5 µM], -9%[25.6 µM], -1.4%[20.6 µM], -3%[25.6 µM], -3%[17.1 µM], -3%[26 µM], 3%&4%[25.5 µM], 2%&2%[20.6 µM]
O=S(=O)(O)c1ccccc1
  -17%, -14%, -21%, ·, 9%, 1.5%, -5%, 2%, -4%, ·, ·

Four compounds already listed, sorted by length of the SMILES, falling.
Order of results: 15-hLO inh, HADH2 inh, ERK AVP inh, Ub-GFP proteasome, Tau filament bind, HBB splice mod, DNA Pol III inh, CRE Fsk mod, Hsp90 Hop PPI, Luciferase inh, Epigenetic mod
Cc1c(NC(=O)C2CCCN2C(=O)c2cccs2)c(=O)n(-c2ccccc2)n1C (centres undefined)
  8%, -6%, -8%, -5%, -12%, -0.3%[57.5 µM], 1%, -4%, 0%, 0%, 2%
CCN(CC)S(=O)(=O)c1cc(C(=O)Nc2ccccn2)ccc1C
  -5%, -6%, ?, -1%, 6%, -0.2%, 7%, ?, ?, 16µM*, 3%
Cc1ccc2c(c1)[nH]c1c(=O)n(Cc3ccccn3)cnc12
  -2%, -1%, -2%, 0%, 5%, -3.3%[57.5 µM], -11%, ?, 0%, -5%, 0%
CCN(C(=O)COC(=O)c1cnc(C)cn1)C1CCCCC1
  2%, -4%, 0%, -2%, 13%, -0.6%, -3%, ?, 3%, 2%, -1%

Continued:
Order of results: 15-hLO inh, HADH2 inh, ERK AVP inh, Ub-GFP proteasome, Tau filament bind, HBB splice mod, DNA Pol III inh, CRE Fsk mod, Hsp90 Hop PPI, Luciferase inh, Epigenetic mod
O=C(Oc1c(Cl)cc(Cl)c2cccnc12)N1CCOCC1
  -5%, 0%, 2%, 9%, 13%, -2.6%, -3%, 3%, 0%, -5%, 0%
CCNc1nc(C)nc2c1oc1ccccc12
  6%, 4%, 6%, 2%, -19%, -0.6%, -6%, 4%, -4%, 1%, 0%
COc1cc(C(=O)Nc2ccc(S(=O)(=O)N3CCCCC3C)cc2)cc(OC)c1OC (centres undefined)
  -20%, -11%, -26%, -5%, -8%, -0.2%, -1%, ?, -3%, 0%, 2%
Cc1nnc(SCC(=O)Nc2ccc3c(c2)COC3=O)n1-c1ccccc1
  0%, -4%, ·, 14%, 26%, -1.6%, -14%, 2%, -3%, -2%, ·
C[C@@H]1O[C@H](O[C@@H]2\C=C/C=C\C=C/C=C\C[C@H](C)OC(=O)/C=C\[C@H]3O[C@@H]3C[C@H](O)C[C@]3(O)C[C@@H](O)[C@@H](C(=O)O)[C@H](C2)O3)[C@@H](O)[C@H](N)[C@@H]1O (stereo in doubt)
  -9%[25.6 µM], -1%[25.6 µM], -5%[25.7 µM], -4%[20.5 µM], 16%[25.6 µM], -0.4%[20.6 µM], 3%[25.6 µM], 5%[17.1 µM], -4%[26 µM], 3%[25.5 µM], 3%[20.6 µM]
CCCN1CCC(N(C)CCc2ccc(OC)c(OC)c2)CC1
  5%, 10%, 4%, 4%, 5%, 0.5%[9.22 µM], 1%, -6%, -3%, 3%, -2%
CCC(C)Nc1nc2c(c(=O)n(C)c(=O)n2C)n1Cc1ccc(F)cc1 (centres undefined)
  0%, 5%, ?, 6%, 1%, ·, -5%, 15%, -4%, 1%, 2%
O=C(Nc1cc(C(=O)N2CCCC2)ccc1N1CCCC1)c1ccccc1
  8%, -7%, -13%, 14%, 2%, -0.5%, -2%, -3%, -1%, 1%, 3%
CCS(=O)(=O)N1CCC(C(=O)NCCCN2CCCC2)CC1
  -7%, -8%, 25%, 0%, 5%, -1.9%, -6%, ?, 0%, 0%, 0%
COc1ccc(N2CCN(Cc3nc4c(c(=O)[nH]c(=O)n4C)n3CCCc3ccccc3)CC2)cc1
  -5%, -9%, 8%, 1%, -8%, 1.4%, -8%, 10µM*, -10%, 0%, -2%
CC1=CC(C)(C)N2C(=O)C3(C(C#N)=C(N)Oc4cc(C)oc(=O)c43)c3cccc1c32 (centres undefined)
  -8%, 7%, -27%, -1%, 18%, -1.3%, -4%, -7%, -2%, -2%, 3%
